# Screening results deposited in PubChem by The Scripps Research Institute Molecular Screening Center.
# ADAM10 inh: human ADAM10 inhibitors, primary screen, biochemical, QFRET, HTS | AID 720582, 2013 | inhibition, % at 7 µM | actives 0.62% (n = 370,000) | recombinant ADAM10, EDANS/DABCYL FRET peptide cleavage, 3 h;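 active = inhibition above a per-campaign cutoff equal to the mean of compounds falling between control-based bounds plus 3 SD, cut at about 20% in these data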;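 also: 0% = DMSO wells while the 100% control is not disclosed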
# PLC-gamma1 inh: PLC-gamma1 enzyme inhibitors, primary screen, biochemical, fluorescence, purified enzyme; 1-phosphatidylinositol 4,5-bisphosphate phosphodiesterase gamma-1 (Homo sapiens), P19174; fluorogenic substrate; inhibition, % at 12.2 µM; actives 0.84% (n = 370,000); AID 720700, 2013; in the data active = inhibition above about 9.5%
# DAX1 inh-1: DAX1 (NR0B1) inhibitors on StAR promoter, primary screen, cell-based, luminescence, SF-1 (NR5A1), full-length DAX-1. inhibition, % at 6.8 µM. actives 1.1% (n = 370,000). AID 652010, 2013. HEK293T StAR-luciferase reporter, SF-1/DAX-1 repression relief;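 active = inhibition above the mean over all tested compounds plus 3 SD, cut at about 3.6% in these data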;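 also: 0% = DAX-1 cells with DMSO and 100% = cells lacking DAX-1 with DMSO; higher inhibition means more luminescence from relief of DAX-1 repression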
# ADAM17 inh: ADAM17 inhibitors, primary screen, biochemical, QFRET. Disintegrin and metalloproteinase domain-containing protein 17 (Homo sapiens), P78536. recombinant ADAM17, EDANS/DABCYL FRET peptide cleavage. inhibition, % at 6.95 µM. actives 0.83% (n = 370,000);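 active = inhibition above the mean of compounds lying between control limits plus 3 SD, set per campaign, cut at about 8.5% in these data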;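 also: 0% = DMSO-only wells as the low control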
# FXN GAA850 act: FXN promoter activators, primary screen, cell-based, luciferase luminescence, HEK293 lucGAA850. HEK293 lucGAA850 FXN promoter luciferase reporter, 24 h; percent of 10 µM SAHA response. AID 540364, 2011. actives 0.56% (n = 360,000). activation, % at 6 µM;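 active = activation above the average of all compounds screened plus 3 SD, cutoff fixed separately per campaign, cut at about 7.5% in these data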;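 also: 0% = DMSO wells and 100% = 10 µM SAHA wells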
# PLC-beta3 inh: human PLC-beta3 inhibitors, primary screen, biochemical, fluorescence. Purified PLC-beta3, fluorogenic substrate. actives 0.18% (n = 370,000). 1-phosphatidylinositol 4,5-bisphosphate phosphodiesterase beta-3 (Homo sapiens), Q01970. inhibition, % at 12.2 µM; in the data active = inhibition above about 11%;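 also: 0% = median of compound wells on plate and 100% = full blocker control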
# hcDAF12 agonist: H. contortus DAF-12 nuclear receptor activators, primary screen, cell-based, luminescence, HEK293, lit1-tk-luc reporter. actives 1.4% (n = 370,000). activation, % at 6.8 µM. AID 652067, 2013. HEK293 hcDAF-12 lit1-tk-luc reporter; 0% DMSO, 100% Δ7-dafachronic acid;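 active = activation above the mean of all tested compounds plus 3 SD, cut at about 5.5% in these data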;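 also: 100% = response to 3 µM Δ7-dafachronic acid high control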
# DAX1 inh-2: DAX1 (NR0B1) inhibitors, primary screen, cell-based, HEK293, Gal4-DAX1, luciferase luminescence; Nuclear receptor subfamily 0 group B member 1 (Homo sapiens), P51843; HEK293 Gal4-DAX1 luciferase reporter; inhibition, % at 6.75 µM; actives 0.99% (n = 340,000); AID 504766, 2011;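 active = inhibition above the mean over all tested compounds plus 3 SD, cut at about 4.2% in these data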;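 also: 0% = DAX1-transfected cells with DMSO and 100% = empty-vector control cells with DMSO; inhibition shows as a rise in luminescence from relieved DAX1 repression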
# Target sequence (P51843 207-470 limits assumed): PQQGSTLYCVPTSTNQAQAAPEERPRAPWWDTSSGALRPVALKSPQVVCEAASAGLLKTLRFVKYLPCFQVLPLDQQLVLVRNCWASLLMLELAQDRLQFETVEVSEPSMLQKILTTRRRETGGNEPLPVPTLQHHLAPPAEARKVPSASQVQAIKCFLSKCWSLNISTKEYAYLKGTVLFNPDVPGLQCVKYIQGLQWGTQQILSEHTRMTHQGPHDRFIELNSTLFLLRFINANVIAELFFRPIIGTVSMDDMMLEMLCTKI
# sPLA2-III inh: human group III sPLA2 inhibitors, primary screen, biochemical, QFRET, BODIPY PC-A2 liposome substrate; Group 3 secretory phospholipase A2 (Homo sapiens), Q9NZ20; QFRET BODIPY PC-A2 liposome hydrolysis, fluorescence; inhibition, % at 12.2 µM; actives 0.56% (n = 370,000); AID 743126, 2013;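 active = inhibition above mean plus 3 SD of compounds lying within the high and low control bounds, cut at about 19% in these data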;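 also: 0% = median of test compound wells and 100% = no enzyme DMSO wells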
# Target sequence (Q9NZ20 whole entry, looked up): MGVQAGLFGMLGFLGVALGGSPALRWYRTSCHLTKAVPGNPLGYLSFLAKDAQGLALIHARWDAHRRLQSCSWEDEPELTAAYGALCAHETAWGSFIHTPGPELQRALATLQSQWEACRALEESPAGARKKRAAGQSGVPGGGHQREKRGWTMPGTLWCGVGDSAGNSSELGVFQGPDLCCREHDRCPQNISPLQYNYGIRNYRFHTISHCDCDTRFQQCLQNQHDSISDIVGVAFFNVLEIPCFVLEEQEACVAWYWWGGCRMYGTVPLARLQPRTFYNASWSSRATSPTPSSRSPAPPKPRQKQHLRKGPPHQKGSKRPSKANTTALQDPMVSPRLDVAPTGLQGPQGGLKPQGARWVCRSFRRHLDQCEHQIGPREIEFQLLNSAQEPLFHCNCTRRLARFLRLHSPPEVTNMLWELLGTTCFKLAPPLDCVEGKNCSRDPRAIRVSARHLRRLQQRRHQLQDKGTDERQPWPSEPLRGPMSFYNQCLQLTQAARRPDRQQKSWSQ
# ssDAF12 agonist: S. stercoralis DAF-12 nuclear receptor activators, primary screen, cell-based, luminescence, HEK293, GRIP1 co-expression, lit1-tk-luc; activation, % at 6.8 µM; actives 1% (n = 370,000); HEK293 ssDAF-12/GRIP1 lit1-tk-luc reporter; % of 3 µM dafachronic acid response; Nuclear hormone receptor DAF-12 (Strongyloides stercoralis);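 active = activation above the mean over all tested compounds plus 3 SD, cut at about 0.9% in these data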;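 also: 0% = DMSO-only wells and 100% = 3 µM delta7-dafachronic acid wells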
# hgDAF-12 ag: H. glycines DAF-12 receptor agonists, primary screen, cell-based, luminescence, HEK293, GAL4 fusion, UAS-luciferase | HEK293 GAL4-hgDAF12 UAS-luciferase reporter, agonist luminescence; normalized to butyrate control | activation, % at 6.8 µM | Nuclear hormone receptor DAF-12 (Heterodera glycines), GAL4 fusion | actives 1.8% (n = 370,000);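 active = activation above a cutoff set at the mean of all screened compounds plus 3 SD, cut at about 10% in these data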;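 also: 0% = DMSO wells and 100% = sodium butyrate wells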
# Starred values were filed as active, the others as inactive; i = inactive; / = no result given.
# Order of results: ADAM10 inh	PLC-gamma1 inh	DAX1 inh-1	ADAM17 inh	FXN GAA850 act	PLC-beta3 inh	hcDAF12 agonist	DAX1 inh-2	sPLA2-III inh	ssDAF12 agonist	hgDAF-12 ag
> Cc1cc(N/N=C/c2ccco2)c2ccccc2n1
 : -262	-40	-0.1	-92	1.2	-43	-1.6	-0.4	0	-1.0	-0.9
> CC1(C)CC=CC(COC(=O)c2ccccc2C(=O)O)C1 (stereo unspecified)
 : 1	3	0.9	0	0.1	-1	0.7	2.6	4	-0.3	9.2
> COc1ccc(C2CC(c3ccc(Cl)cc3)Nc3nc(NC(=O)c4ccco4)nn32)cc1 (stereo unspecified)
 : 6	4	0.9	-1	1.1	3	-1.0	0.6	5	-1.5	1.4
> Cc1ccc(C2=NNC(C(O)C(O)C(O)CO)S2)cc1 (stereo unspecified)
 : -5	-3	0.3	-5	4.4	-2	-0.1	-0.3	8	-1.1	4.8
> C=CCN1CCC(=O)C(C(=O)OCC)=C1C(=O)OCC
 : -10	0	0.0	-4	-3.9	2	-1.0	-1.4	4	-0.1	-3.2
> CN(Cc1ccc(F)cc1)C(=O)c1ccc(NS(=O)(=O)c2ccc3[nH]c(=O)[nH]c3c2)cc1
 : -4	0	-0.4	-2	0.9	0	0.6	1.0	-4	-0.8	1.2
> COc1ccc(-c2nc(NC(=O)C3=NN(c4cccc(C)c4)C(=O)CC3)sc2C)cc1
 : 3	-3	0.0	2	1.1	-4	0.7	1.7	0	-1.1	-2.3
> COC(=O)C(C(=O)OC)C(c1ccccc1)C(C(=O)c1ccccc1)[N+](=O)[O-] (stereo unspecified)
 : -10	-1	-0.1	-1	0.2	-5	0.1	2.4	2	-0.7	1.7
> Cc1ccc(OCCN2C(=O)S/C(=C\c3ccc(C)o3)C2=O)cc1
 : 7	-1	0.3	3	-0.1	-4	-0.4	0.3	0	-1.4	4.0
> O=C(CCC1CCCN(C(=O)c2ccco2)C1)NCc1ccccc1F (stereo unspecified)
 : 2	2	0.7	-1	-2.8	-2	-1.4	0.8	-5	-1.9	2.3
> CC1(C)Cc2c(C#N)c(N3CCOCC3)nc(-c3ccccc3)c2CO1
 : -378	i	0.7	-128	1.4	i	-1.8	1.5	5	-0.9	-1.3
> CC1(c2ccc(Cl)cc2)NC(=S)N2C1NC(=S)N2c1ccccc1 (stereo unspecified)
 : -5	1	-0.7	-6	-0.1	-7	0.7	1.0	3	-1.1	1.8
> COc1ccc(NC(=O)Cn2nnc(C(=O)NCc3ccccc3)c2N)c(OC)c1
 : 5	3	0.1	1	-1.3	4	-0.8	1.4	-1	-2.2	-1.6
> Cn1c(SCC(=O)NC2CCCC2)nnc1-c1ccccn1
 : -4	-3	2.2	0	-0.8	-2	0.4	0.1	5	-0.9	1.6
> O=C(CN1CCN(c2ccccn2)CC1)N(c1ccccc1)c1ccc2ccccc2c1
 : -6	-3	-0.1	-2	2.1	-13	-1.6	-0.8	-21	-0.8	-2.0
> O=C(NNC(=O)c1ccccc1)C(=O)N1CCCCC1
 : -6	2	0.3	-3	1.2	4	-1.9	1.4	1	-1.0	-1.4
> Cc1cccc(C)c1NC(=O)c1cc(S(=O)(=O)N2CCC3(CC2)OCCO3)ccc1F
 : -5	0	-1.0	0	-2.0	-1	-2.8	0.8	-1	-1.2	-1.6
> CCOC(=O)C1CCN(C(=O)c2ccc3c(=O)n4nc(Nc5ccccc5)sc4nc3c2)CC1
 : 2	2	1.1	2	0.5	-4	0.2	2.3	2	-1.2	2.7
> CCN1CCN(c2ccc(S(=O)(=O)N3CCOCC3)cc2NC(=O)c2ccc(C(F)(F)F)cc2)CC1
 : -7	1	-0.1	1	1.2	-4	-0.9	5.9*	3	-0.8	1.8
> O=C(CSc1ccc2nnc(-c3ccc(F)cc3)n2n1)N1CCCc2ccccc21
 : -1	-13	-1.3	-1	-0.4	-10	-5.0	-2.0	-1	-1.2	-3.7
> O=C(CCCN1C(=O)/C(=C\c2cccs2)SC1=S)Nc1ccc(O)cc1C(=O)O
 : 2	-1	0.2	-4	-1.2	-6	-2.3	0.3	-24	-1.5	-2.9
> C[C@H](NC(=O)[C@@H]1Cc2ccccc2CN1)C(=O)Nc1ccc2c(c1)OCO2
 : 0	4	0.7	-3	1.0	-4	0.2	0.8	6	-0.2	1.5
> COC(=O)C[C@H]1c2cc(F)ccc2S(=O)(=O)N1Cc1ccccc1OC
 : -2	0	-0.2	-4	-1.0	0	-1.1	2.7	3	-1.1	-0.6
> O=c1oc(-c2ccc(F)cc2)nc2ccsc12
 : -2	0	0.2	-5	0.6	-3	-0.2	-0.5	6	-1.3	2.0
> CC(=O)Nc1ccc(NC(=O)c2cccc(S(=O)(=O)N3CCCCCC3)c2)cc1
 : -4	5	1.2	0	0.4	1	-1.4	-0.3	-10	-1.3	0.2
> O=S(=O)(c1cccs1)N1CCN(Cc2ccccc2)CC1
 : -5	-3	-0.8	-7	1.7	0	-2.2	-0.3	0	-1.6	-0.6
> O=C1CCC(c2ccc3c(c2)CCC3)=NN1
 : -12	-2	1.4	-3	5.6	-8	-1.8	1.2	4	-1.8	-2.1
> Cc1ccc(C(=O)N[C@H](C(=O)Nc2cccc(S(=O)(=O)N3CCOCC3)c2)C(C)C)cc1
 : -22	-11	-0.3	-3	-1.6	-11	1.0	1.5	-2	0.6	0.1
> Cc1nc2ccccc2n1CC(=O)N/N=C/c1cccs1
 : 0	-4	-0.3	-3	1.6	-2	-1.6	-1.4	1	-1.4	0.7
> CSCCC(NS(=O)(=O)c1ccc(Cl)cc1)C(=O)OCC(=O)NC1CC1 (stereo unspecified)
 : -3	3	-0.6	0	-1.2	6	1.0	0.6	3	-0.3	4.0
> Cc1ccc(OS(=O)(=O)c2ccccc2)c(/C=N/N=C2\NC(=O)C(C)S2)c1 (stereo unspecified)
 : 6	1	0.1	2	0.9	2	1.2	-1.0	-26	-0.8	4.2
> CC(=O)c1cccc(NC(=S)N2CCN(S(=O)(=O)c3ccc(F)cc3)CC2)c1
 : 1	-3	0.2	4	-2.5	-11	1.2	0.8	1	-0.5	1.8
> COc1ccc2nc(-c3ccccc3)nc(SC)c2c1
 : -1	3	2.6	-2	3.8	0	3.1	0.2	1	-0.5	4.6
> Cc1ccc(CN2CC(C(=O)N3CCN(S(=O)(=O)c4ccc(C)cc4C)CC3)CC2=O)cc1 (stereo unspecified)
 : 1	-26	-2.6	-1	-0.4	-5	1.1	-1.2	-10	-1.2	-2.9
> CC(C)N1CC2(CC(c3ccccc3C(F)(F)F)=NO2)CN1C(=O)c1ccc(C(C)(C)C)cc1 (stereo unspecified)
 : -7	-2	-2.0	1	0.0	0	-2.4	-0.5	-9	-1.8	-2.7
> NC(=O)NCc1cccc(Cl)c1
 : 3	3	-0.2	2	-0.5	0	-0.8	2.2	0	-1.0	-0.8
> C=CCc1cc(/C=C2/NC(=O)NC2=O)cc(OCC)c1O
 : -9	-56	0.0	-3	1.3	-62	-1.3	-0.2	-4	-1.4	0.2
> NC(=O)/C(=C/c1cccnc1)NC(=O)c1ccccc1
 : 2	-5	0.0	-7	-0.1	-7	-1.2	-0.1	10	-1.5	0.6
> CCCC(C(=O)OCCN(CC)CC)(c1ccccc1)c1ccccc1
 : -2	1	1.8	-3	-3.5	3	1.5	0.6	-7	-1.2	2.5
> CCC(CC)N1CCN(CC2CC=CCC2)CC1 (stereo unspecified)
 : 4	2	-0.6	-1	1.8	3	-0.9	-0.4	6	-0.7	0.6
> COc1ccc(CCCc2nnc(SCC(=O)Nc3nc(C)cs3)n2C)cc1C
 : 3	2	-0.4	1	-0.1	3	-1.9	-0.4	-8	-1.5	-3.0
> CCOC(=O)c1ccc(Nc2ncnc3c2cnn3C)cc1
 : -12	-73	0.1	-3	3.3	-124	-0.7	-0.5	5	-1.9	-1.1
> CC(C)(C)c1ccc(OCC(O)CN2CCN(c3ccccn3)CC2)cc1 (stereo unspecified)
 : 9	7	-1.2	4	0.1	-4	1.0	0.8	-1	-1.1	0.8
> O=C(CSc1nc2sc3c(c2c(=O)n1-c1ccccc1)CCCC3)NCc1ccco1
 : 1	4	-0.8	3	-6.0	2	0.0	-0.4	-5	-1.4	-1.9
> COc1cccc(/C=N/Nc2ncnc3c2ncn3Cc2ccccc2)c1O
 : -11	-17	-3.5	2	-5.0	-19	-3.6	-3.7	-3	-1.2	-11
> Cc1cc(C)n(-c2nc3ccccc3nc2NCCc2ccccc2)n1
 : -328	-34	0.8	-83	1.0	-39	-0.5	-0.1	0	-1.0	2.3
> CCOc1ccc2nc(SCC)[nH]c2c1
 : -7	2	-0.1	-4	1.9	-4	2.5	0.2	6	-0.8	4.1
> CCOC(=O)N1CCN(Cc2nnc(-c3ccccc3Cl)o2)CC1
 : 8	5	1.1	1	3.2	-4	-0.9	0.8	1	-1.0	0.1
> Cc1cccc(C)c1-n1nnnc1C(c1ccnc2ccccc12)N1CCOCC1 (stereo unspecified)
 : 0	3	0.9	-1	/	-1	0.6	/	3	-1.0	0.6
> COCC(=O)N(Cc1nc2sc(C)c(C)c2c(=O)[nH]1)C1CCCCC1
 : -4	-2	0.6	-8	2.5	-22	3.0	1.9	-1	-0.6	1.6
> COc1ccc(NC(=O)CCc2c(C)nn(-c3ccc(N4CCOCC4)nn3)c2C)cc1
 : -3	-5	-0.1	-3	3.0	-13	1.2	0.4	3	-1.3	-1.2
> CC(=O)N1CN(C2CCCC2)Cc2c1sc1c2CCCC1
 : -9	-8	-0.7	-3	0.1	-13	0.5	-1.3	-6	-1.8	0.3
> O=C(NCCO)c1ccc(Cl)c(Cl)c1
 : -2	1	1.3	-6	-1.6	2	1.4	1.1	3	-0.1	-1.9
> CC(=NNS(=O)(=O)c1ccc(C)cc1)c1ccncc1
 : -5	0	-2.5	-1	-0.8	-3	-0.8	-0.4	3	-0.6	-1.1
